# Compound activity deposited in PubChem by several laboratories.
# SUMO HTRF inh – blocks human SUMOylation mediated by UBC9; HTRF SUMOylation assay, SAE1/SAE2 + UBC9, in vitro; inhibition, % at 35 µM; AID 2006; P63279; 290,000 tested, 0.36% active; in the data active = inhibition above about 50%, passing the limit was not always enough; also: strong numbers were not always called active
# Target sequence (P63279 whole entry, looked up): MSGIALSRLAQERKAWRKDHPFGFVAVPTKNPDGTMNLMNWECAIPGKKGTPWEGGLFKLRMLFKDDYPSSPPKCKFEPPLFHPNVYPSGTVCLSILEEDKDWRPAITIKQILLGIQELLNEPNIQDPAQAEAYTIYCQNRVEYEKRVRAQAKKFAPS
# FID counter – fluorescent intercalator displacement, NS3 helicase counter-screen. DNA fluorescent intercalator displacement, fluorescence. inhibition, % at 7.9 µM. 290,000 tested, 0.17% active. AID 1845; in the data active = inhibition above about 37%;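 also: 0% = vehicle and 100% = reference compound; higher means more ethidium bromide displaced from hairpin DNA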
# pCIP destab – compounds decreasing mouse p/CIP protein stability; F442A p/CIP-EGFP cells, EGFP fluorescence, 16 h; decrease of EGFP signal, % at 10 µM; AID 1984; 290,000 tested, 0.01% active; Q05BA5;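 active = EGFP signal decrease of at least 30% at 10 µM or well 3 SD below plate mean, unless failing retest; inactive = the rest, including hits failing retest or dose response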; also: some compounds called inactive have numbers as strong as hits; many of its hits are not listed in these tables
# VIM-2 inhibitor – blocks Pseudomonas aeruginosa VIM-2 metallo-beta-lactamase; purified VIM-2, nitrocefin hydrolysis, epi-absorbance fluorescence; inhibition, % at 5.6 µM; 290,000 tested, 0.89% active;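 active = inhibition above the mean of all tested compounds plus 3 SD, cutoff set per screening run, cut at about 7.5% in these data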;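 also: red hydrolysis product quenches plate fluorescence so inhibitors raise well fluorescence; 0% = enzyme with DMSO and 100% = DMSO without enzyme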
# IDE cell activ – activators of human insulin-degrading enzyme in cells. P14735. activation, % at 5.96 µM. 340,000 tested, 0.073% active. HEK cells, FAbeta-B cleavage, fluorescence polarization; 0% vehicle, 100% cell-free pure enzyme wells;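 active = activation above the mean of all tested compounds plus 3 SD, set per screening campaign, cut at about 17% in these data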
# IMP-1 inh – blocks Pseudomonas aeruginosa IMP-1 metallo-beta-lactamase. purified IMP-1, nitrocefin hydrolysis, epi-absorbance fluorescence. inhibition, % at 5.6 µM. 290,000 tested, 0.45% active. AID 1556;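 active = inhibition above the mean plus 3 SD of all compounds in the same screening run, cut at about 4.5% in these data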;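 also: 0% = IMP-1 with DMSO and 100% = DMSO wells lacking enzyme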
#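 System: purified IMP-1 / Input: IMP-1 dispensed at 0.2 nM / Medium: 50 mM HEPES pH 7.1, 50 µM ZnSO4, 0.05% Brij 35 / Timing: 15 min enzyme–compound preincubation, then 25 min nitrocefin reaction, 25 °C / Technique: plate fluorescence quenching by hydrolysis product, ex 480/em 530 nm / Repeats: singlicate testing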
# PHOSPHO1 block – inhibitors of human PHOSPHO1 phosphatase. 290,000 tested, 1.1% active. recombinant PHOSPHO1, absorbance phosphatase assay. inhibition, % at 13.3 µM. Q8TCT1; in the data active = inhibition above about 60%
# Target sequence (Q8TCT1 whole entry, looked up): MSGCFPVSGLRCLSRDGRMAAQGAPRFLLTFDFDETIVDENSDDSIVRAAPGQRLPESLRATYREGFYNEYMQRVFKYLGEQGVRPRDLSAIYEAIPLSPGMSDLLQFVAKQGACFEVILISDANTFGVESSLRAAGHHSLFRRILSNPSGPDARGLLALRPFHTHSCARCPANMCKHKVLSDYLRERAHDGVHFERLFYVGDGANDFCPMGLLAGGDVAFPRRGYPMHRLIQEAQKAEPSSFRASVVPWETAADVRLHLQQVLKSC
# NS3 helicase inh – HCV NS3 helicase inhibition; NS3 helicase DNA unwinding, Cy5 molecular beacon fluorescence; inhibition, % at 10.9 µM; 290,000 tested, 0.56% active;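 active = inhibition above the mean of all tested compounds plus 3 SD, set per campaign, cut at about 35% in these data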;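 also: 0% = DMSO wells and 100% = thioflavine S control wells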
#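 Assay system: hepatitis C virus NS3 helicase domain fragment enzyme. Also added: annealed dual-labelled DNA beacon duplex, ATP-started. Timing: 1 h reaction at 25 °C, ATP-initiated. Technique: Cy5 fluorescence at 0 and 60 min, beacon hairpin quenching. Evaluation: % inhibition of unwinding. Replication: one well per compound.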
# MEKK3 PB1 HTS – modulators (inhibitors or enhancers) of MEK5 binding to human MEKK3 PB1 domain | Q99759 | bead-based flow cytometry, Alexa488-MEK5 binding to MEKK3; actives lie on both sides; 0 = blocked by unlabeled MEK5, 100 = vehicle | binding response (% of control), % at 10 µM | 290,000 tested, 1.4% active | AID 1529;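 active = binding response more than 3 SD above or below the average of its plate-row segment, actives on both sides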;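 also: Alexa488 bead fluorescence after subtracting the streptavidin-only scavenger bead signal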
# Target sequence (Q99759 whole entry, looked up, the tested form may be a part): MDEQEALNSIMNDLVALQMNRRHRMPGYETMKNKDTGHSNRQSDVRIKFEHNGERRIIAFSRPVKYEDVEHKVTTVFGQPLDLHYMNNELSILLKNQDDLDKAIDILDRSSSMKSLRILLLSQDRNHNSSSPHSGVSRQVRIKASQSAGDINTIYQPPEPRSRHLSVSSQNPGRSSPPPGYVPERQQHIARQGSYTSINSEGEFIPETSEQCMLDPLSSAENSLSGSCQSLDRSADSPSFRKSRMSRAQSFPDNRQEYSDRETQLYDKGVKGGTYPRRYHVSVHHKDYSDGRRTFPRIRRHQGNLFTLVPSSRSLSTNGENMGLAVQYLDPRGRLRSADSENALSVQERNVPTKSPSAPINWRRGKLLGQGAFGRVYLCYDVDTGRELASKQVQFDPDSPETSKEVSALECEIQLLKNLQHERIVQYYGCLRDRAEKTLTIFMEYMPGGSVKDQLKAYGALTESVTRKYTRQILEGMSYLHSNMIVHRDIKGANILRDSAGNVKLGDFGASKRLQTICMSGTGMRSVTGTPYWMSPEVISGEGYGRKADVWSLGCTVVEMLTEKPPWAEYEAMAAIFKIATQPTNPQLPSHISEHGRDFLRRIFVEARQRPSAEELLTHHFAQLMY
# Starred values were filed as active, the others as inactive; nt = no result given; [ ] = dose if it differs, or a comment. The list is partial; the hit share may differ from the screen's.
SMILES,SUMO HTRF inh,FID counter,pCIP destab,VIM-2 inhibitor,IDE cell activ,IMP-1 inh,PHOSPHO1 block,NS3 helicase inh,MEKK3 PB1 HTS
CCOC(=O)/C=c1\s/c(=C\c2ccc3c(c2)OCCO3)c(=O)n1CC(=O)NCC1CCCO1 (stereo not given),40,-5,-7,3.1,1,4.7*,39,22,85
Fc1ccc(-c2cnn3c(-c4cccs4)ccnc23)cc1,3,-3,-269,-0.4,-5,0.5,42,-15,99
O=C(NC12CC3CC(CC(C3)C1)C2)C12CC3CC(C1)CC(n1cnc(Cl)n1)(C3)C2,-4,-3,6,-3.1,6,-1.8,2,2,116
CC(C)C(=O)Nc1ccccc1C(=O)OCC(=O)c1ccc2c(c1)OCCO2,-17,1,-2,-2.7,-1,-2.5,-7,1,96
COc1ccc(CN2C(=NC(=O)C3CC3)SC3CS(=O)(=O)CC32)cc1 (stereo not given),18,-18,1,-2.1,6,-2.3,34,-1,95
CSc1ccccc1C(=O)NC1CCCC1,-7,-3,2,-4.0,6,-3.6,70*,2,105
CS(=O)(=O)c1nc(S(=O)(=O)c2ccc(Cl)cc2)c(NCCCN2CCOCC2)s1,10,-7,-4,0.8,4,-2.3,42,-4,102
O=C(c1cnn2c(C(F)(F)F)cc(-c3ccco3)nc12)N1CCCCCC1,38,-30,-11,0.4,-5,-2.9,16,11,105
CC(=O)c1ccc(OCCCC(=O)NC2CCCCC2C)cc1 (stereo not given),3,-31,-2,-1.9,1,-1.5,-2,-2,101
Cc1nc2ccc(C(C(F)(F)F)(C(F)(F)F)C(F)(F)F)cc2[nH]1,-33,2,14,-0.3,1,-1.9,-11,-1,98
Cc1ccccc1C(=O)NCCNC(=O)c1ccccn1,6,-5,-4,-1.6,4,0.2,13,3,100
C(=N\Nc1nc(N2CCCCC2)nc(N2CCCCC2)n1)/c1c[nH]c2ccccc12,-49,-13,20,-2.2,-4,-3.8,-1,-6,97
CCN(CC)CC(=O)NCC1(c2ccccc2)CCOCC1,24,3,-8,-6.8,3,-2.5,2,-2,114
COC(=O)C1C(O)=C(C(C)=Nc2cccc3ccccc23)C(=O)CC1(C)C (stereo not given),69,2,-15,-0.4,2,-1.2,-1,8,88
Cc1cc(NC(=O)CCC(=O)N(CCC(C)C)C(C(=O)NC2CCCC2)c2ccccc2C)no1 (stereo not given),6,-38,-16,-3.4,4,-2.2,35,-2,98
O=C(O)c1ccc(COc2ccc3ccccc3c2/C=C2/NC(=O)N(Cc3ccc(F)cc3)C2=O)cc1,26,-28,-3,-4.3,0,-2.2,45,10,123
COc1ccc(C2CC(c3ccccc3)=NN2C(=O)c2ccc(F)cc2)cc1 (stereo not given),-14,-27,4,-3.4,4,-4.9,52,-4,105
CC[n+]1c(/C=C/Nc2ccccc2)oc2ccccc21,26,-1,-40,1.7,5,-2.3,101*,-2,104
O=C(CN1CCCc2ccccc21)N/N=C/c1ccccc1O,-9,-3,-10,-5.7,4,-4.1,-2,-7,128*
Cc1cccc(NC2=NC3(CCCCC3)N=C(N)N2)c1C,-20,1,-6,-2.6,-3,-0.2,3,-3,99
N#Cc1c(Cn2cncn2)nc(=O)n(-c2ccc(Cl)cc2)c1N,9,-3,-6,-1.4,1,-0.4,38,2,80
O=C(CCc1c[nH]c2ccccc12)NCc1ccco1,0,8,9,-1.9,2,-1.0,-7,4,89
Cc1cc(S(=O)(=O)N2CCOCC2)ccc1OCC(=O)NCCCn1ccnc1,13,-3,-13,4.8,2,0.0,24,-5,101
COc1ccc(C(=O)/C=C/c2ccc(N(C)C)cc2)c(OC)c1,12,-14,-21,2.3,-34,2.9,20,2,85
CC(C)(C)NC(=O)CCC1COc2ccccc2O1 (stereo not given),14,-2,2,-1.7,5,-1.9,6,2,84
# Later entries:
SMILES,SUMO HTRF inh,FID counter,pCIP destab,VIM-2 inhibitor,IDE cell activ,IMP-1 inh,PHOSPHO1 block,NS3 helicase inh,MEKK3 PB1 HTS
COc1cc(/C=N/O)cc(Br)c1OCc1ccc(Cl)cc1,15,2,1,-2.0,4,-2.9,19,-17,103
CCOC(=O)Nc1ccc2c(c1)N(C(=O)CNC)c1ccccc1CC2,1,4,-15,-2.1,3,-3.6,14,2,105
CC(=O)c1c(C)[nH]c(C(=O)CSc2nnc(-c3ccccc3)n2Cc2ccc3c(c2)OCO3)c1C,14,-4,-8,-2.9,1,-2.8,-29,0,105
COc1ccc(CC(=O)Nc2ccc(C(=O)Nc3nccs3)cc2)cc1OC,-6,-12,-4,-2.3,-2,-1.9,-64,-2,104
CC(=O)c1ccc(Nc2cc(C)nc3c(C)cc(C)cc23)cc1,6,4,-2,8.0*,4,-2.5,-9,25,101
Nc1cc(C(=O)OCC(=O)NCC2CCCO2)ccc1Cl (stereo not given),7,-2,-1,-1.5,0,-5.3,14,3,105
O=C(NCC1CCCO1)C(c1ccc(F)cc1)N(CC1CCCO1)C(=O)c1ccc(-c2ccccc2)[nH]1 (stereo not given),-8,-35,3,-2.0,-1,-1.4,5,-2,102
Cc1cccc(N(C)C(=O)COc2cc(=O)n(C)c3ccccc23)c1,14,-26,2,-0.5,-3,0.2,-13,3,100
CC(OC(=O)C(NC(=O)c1ccco1)C(C)C)C(=O)Nc1ncc(Cl)cc1Cl (stereo not given),26,-8,-6,-1.3,2,-2.5,2,2,100
CN(C)CCCOC(=O)c1ccc(Cl)cc1,9,-1,-13,1.0,-1,-1.0,11,-5,nt
C/C(N)=C(/C#N)C(=O)COC(=O)CSc1ccc2ccccc2c1,16,0,14,-0.8,0,0.7,6,-7,101
CCOc1ccc(C(=O)c2ccc([N+](=O)[O-])cc2Cl)cc1,6,20,-6,0.4,4,-0.4,51,11,84
FC(F)(F)c1cnc(Oc2ccc(-c3nnco3)cc2)c(Cl)c1,-18,-4,-16,-2.4,2,-1.0,24,-7,101
Clc1ccc2c(N/N=C/c3cccnc3)ccnc2c1,3,12,14,11*,-22,0.8,-8,-2,109
Cc1ccc(C2=NN(S(C)(=O)=O)C(c3ccc4c(c3)OCO4)C2)cc1 (stereo not given),10,-7,-9,-3.7,-5,-2.0,2,3,10*[inhibitor]
CC(Oc1ccc([N+](=O)[O-])cc1Cl)C(=O)Nc1ccc(C(N)=O)cc1 (stereo not given),5,-1,-7,-2.2,nt,-2.4,44,-3,105
O=C(Nc1cc(Cl)ccc1Cl)N1CCCC1,14,0,-15,-1.6,-3,-1.4,14,-24,106
O=C(NNC(=O)C1CCN(S(=O)(=O)c2ccc(Cl)cc2)CC1)c1ccc(S(=O)(=O)N2CCCCC2)cc1,-15,-13,1,-2.1,3,-3.3,16,2,92
COc1ccc(NC(=O)c2ccccc2SC)cc1,-5,-2,30,-4.7,-1,-4.3,26,-9,103
COc1cccc(-c2cc(C(=O)NC3CC3)c3ccccc3n2)c1,11,-15,-9,1.8,2,-0.7,38,9,97
CCCCn1nnnc1SCC(=O)Nc1ccc2c(c1)OCO2,3,-5,-12,-0.3,3,1.0,3,-6,104
Cc1cc(C)cc(N(CC(=O)NCC2CCCO2)C(=O)CCC(=O)Nc2nccs2)c1 (stereo not given),7,-36,-5,-1.5,0,-0.8,14,1,99
CC1=NN(C(=O)Cc2ccc([N+](=O)[O-])cc2)C(O)(C(F)(F)C(F)(F)F)C1 (stereo not given),2,-11,8,-4.8,5,-1.1,2,0,119
CCN=C(NCC)SC1CC(=O)N(c2ccc(F)cc2)C1=O (stereo not given),-2,-3,-14,-2.8,8,-2.4,24,6,112
CCC(=O)c1ccc(OCc2ccc(C(=O)OC)cc2)c(OC)c1,2,-7,-3,-1.3,1,-2.8,26,3,99
# More compounds follow.
SMILES,SUMO HTRF inh,FID counter,pCIP destab,VIM-2 inhibitor,IDE cell activ,IMP-1 inh,PHOSPHO1 block,NS3 helicase inh,MEKK3 PB1 HTS
COc1cccc(OC)c1C(=O)Nc1ccccc1C(=O)N1CCOCC1,-23,6,-10,-5.2,4,-3.8,-18,0,88
CC(C)c1ccc(NC(=S)NN(c2ccccc2)c2ccccc2)cc1,-12,0,-5,1.6,6,-4.1,16,2,102
COC(=O)CC1=NN(c2nc(C)cc(C)n2)C(=O)C1,-38,-19,-1,-0.4,1,-5.0,-5,-3,96
CC1(C)CC(=O)C(C(N)=NC(=O)c2ccccc2)=C(O)C1,12,-8,-6,-1.9,-4,-5.7,6,-2,98
CN(Cc1c(C(=O)N/N=C/c2ccccc2)nnn1-c1nonc1N)C1CCCCC1,2,-3,-9,-0.8,-4,-2.0,34,5,103
N#Cc1ccsc1NC(=O)CN1C(=O)NC2(CCCCC2)C1=O,2,-1,1,5.5,4,0.3,30,17,101
CCOc1ccc(Br)cc1S(=O)(=O)NC(=O)c1ccccc1,-9,-3,-17,-4.0,-1,-2.4,54,-3,101

# Compound profiles, as listed above. Values in the order: SUMO HTRF inh	FID counter	pCIP destab	VIM-2 inhibitor	IDE cell activ	IMP-1 inh	PHOSPHO1 block	NS3 helicase inh	MEKK3 PB1 HTS
# CC1(C)CC(=O)C(C(N)=NC(=O)c2ccccc2)=C(O)C1 is entered as 12	-8	-6	-1.9	-4	-5.7	6	-2	98
# CCOc1ccc(Br)cc1S(=O)(=O)NC(=O)c1ccccc1 is entered as -9	-3	-17	-4.0	-1	-2.4	54	-3	101

# Six entries already listed, arranged by the value under MEKK3 PB1 HTS, rising:
SMILES | MEKK3 PB1 HTS
COc1cccc(OC)c1C(=O)Nc1ccccc1C(=O)N1CCOCC1 | 88
COC(=O)CC1=NN(c2nc(C)cc(C)n2)C(=O)C1 | 96
CC1(C)CC(=O)C(C(N)=NC(=O)c2ccccc2)=C(O)C1 | 98
N#Cc1ccsc1NC(=O)CN1C(=O)NC2(CCCCC2)C1=O | 101
CC(C)c1ccc(NC(=S)NN(c2ccccc2)c2ccccc2)cc1 | 102
CN(Cc1c(C(=O)N/N=C/c2ccccc2)nnn1-c1nonc1N)C1CCCCC1 | 103

# Part of the list above in order of SMILES length, lowest first.
SMILES,SUMO HTRF inh,FID counter,pCIP destab,VIM-2 inhibitor,IDE cell activ,IMP-1 inh,PHOSPHO1 block,NS3 helicase inh,MEKK3 PB1 HTS
COC(=O)CC1=NN(c2nc(C)cc(C)n2)C(=O)C1,-38,-19,-1,-0.4,1,-5.0,-5,-3,96
CCOc1ccc(Br)cc1S(=O)(=O)NC(=O)c1ccccc1,-9,-3,-17,-4.0,-1,-2.4,54,-3,101
CC(C)c1ccc(NC(=S)NN(c2ccccc2)c2ccccc2)cc1,-12,0,-5,1.6,6,-4.1,16,2,102
CN(Cc1c(C(=O)N/N=C/c2ccccc2)nnn1-c1nonc1N)C1CCCCC1,2,-3,-9,-0.8,-4,-2.0,34,5,103
